Bioassay records from PubChem.
ARNT TACC3 PPI: disruptors of ARNT/TACC3 protein interaction, primary screen, biochemical, AlphaScreen, single concentration | Transforming acidic coiled-coil-containing protein 3 (Homo sapiens), Q9Y6A5 | AlphaScreen His-ARNT PAS-B/GST-TACC3 binding, luminescence; TACC3 fragment carries E629A point mutation | inhibition, % at 9.99 µM | 390,000 compounds, 0.66% hits;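 active = mean inhibition of replicates at least 50% and at least half of replicates each reaching 50%; inconclusive = half or more replicates reach 50% but mean below 50%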;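 also: 0% = complete ARNT plus TACC3 wells and 100% = ARNT alone without TACC3; many hits fall short of the cut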
F508del corr: F508del CFTR correction, initial screen, CFBE line, single point; activity (quench increase), % at 7.58 µM; 350,000 compounds, 0.36% hits; CFBE cells, YFP halide quenching; stimulated with forskolin plus potentiator P3; % fluorescence drop versus neutral controls;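 active = mean added fluorescence quench of at least 8% versus neutral control, with both replicates also reaching 8%; inconclusive = only one of the mean or replicate conditions met; inactive = mean below 8% and not both replicates reaching 8%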;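 also: cells transiently co-express mutant CFTR-F508del with the halide-sensitive YFP; corrector assay measuring rescue of mutant channel to the surface after 24 h compound exposure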
INS-1E GSIS act: GLuc luminescence reporter in INS-1E cells, primary screen for activators of glucose-dependent secretion of insulin; activation, % at 16.6 µM; 370,000 compounds, 0.61% hits; INS-1E GLuc reporter insulin secretion, 2-3 h;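 active = lowest replicate activation of at least 40%, so every replicate reaches that level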;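 also: 0% = median of neutral control wells and 100% = median of IBMX positive control wells; some compounds called inactive have numbers as strong as hits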
RAD52 inh: RAD52 DNA annealing inhibitors, primary screen, biochemical, FRET, single point, set 2; 360,000 compounds, 0.46% hits; recombinant RAD52 DNA annealing, FRET fluorescence; AID 651710, 2012; DNA repair protein RAD52 homolog (Homo sapiens), P43351; inhibition, % at 18.7 µM;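 active = every replicate showing at least 50% inhibition; inconclusive = mean inhibition at least 50% but not in every replicate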
Target sequence (P43351 whole entry, looked up): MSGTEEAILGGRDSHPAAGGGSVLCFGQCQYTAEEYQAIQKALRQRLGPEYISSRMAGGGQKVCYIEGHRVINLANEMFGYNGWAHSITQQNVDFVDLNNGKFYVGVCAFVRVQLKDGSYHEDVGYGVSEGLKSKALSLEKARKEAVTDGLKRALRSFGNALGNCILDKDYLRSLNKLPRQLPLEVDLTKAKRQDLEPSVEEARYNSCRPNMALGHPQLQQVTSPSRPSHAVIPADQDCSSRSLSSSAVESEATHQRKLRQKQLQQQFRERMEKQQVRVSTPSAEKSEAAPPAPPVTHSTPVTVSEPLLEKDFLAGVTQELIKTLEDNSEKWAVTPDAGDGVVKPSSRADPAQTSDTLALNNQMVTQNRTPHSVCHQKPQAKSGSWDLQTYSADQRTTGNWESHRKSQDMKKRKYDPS
ERAP1 HTS inh: human ERAP1 aminopeptidase inhibitors, primary screen, biochemical, single point, plate reader | recombinant ERAP1, Leu-AMC fluorescence, 60 min | inhibition, % at 10.7 µM | 340,000 compounds, 0.15% hits;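 active = mean replicate inhibition of at least 30%, or all replicates individually reaching that 30% level; inactive = mean below 30% and not every replicate reaching it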;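 also: 0% = neutral control wells and 100% = L-leucinethiol positive control wells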
esBAF inh: Bmi1 luciferase reporter increase in mESCs, primary screen, esBAF inhibitor project, mouse ES cells, Bmi1 luciferase knock-in, single point; 24 h; 100% = twice the neutral-well signal; reporter increase, % at 12.5 µM; 350,000 compounds, 2% hits; in the data active = activation above about 40%; inconclusive = no clear call, values can overlap the other calls;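 also: 0% = median of the plate's neutral control wells and 100% = double that signal; a rise in the Bmi1 reporter signal indicates esBAF inhibition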
RAD54 branch: inhibitors of human RAD54 branch migration, primary screen, biochemical, fluorescence, single point. 360,000 compounds, 0.14% hits. AID 602329, 2012. RAD54 Holliday junction branch migration, FAM/BHQ fluorescence. inhibition, % at 10.4 µM. DNA repair and recombination protein RAD54-like (Homo sapiens), Q92698;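 active = mean normalized replicate activity at least 40 and at least half of replicates scoring 40 or more; inconclusive = only one of the two criteria met; inactive = mean below 40 and under half of replicates reaching 40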;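 also: 0% = median of neutral control wells and 100% = median of positive control wells; inhibitors cause a drop in the FAM fluorescence signal; in these data hits start at about 50%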
XiGFP reactiv: activators of inactive X chromosome reactivation, primary screen, imaging, XiGFP fibroblasts, GFP high-content imaging, set 2 | XiGFP mouse fibroblasts, % GFP-positive cells imaging, 3 d; cells co-treated with 5-aza-dC sensitizer; scaled so ellipticine positive control = 100% | activation, % at 7.58 µM | 360,000 compounds, 0.055% hits | AID 743238, 2013;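 active = mean normalized replicate activation at least 10% and every replicate at or above 10%; inconclusive = only one of the two criteria met; inactive = mean below 10% and not all replicates reach 10%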;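 also: 0% = median of on-plate neutral control wells and 100% = ellipticine 6 µM median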
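Assay system: SV40-immortalized XiGFP fibroblast cells, line 68-5-11; buffer or medium: DMEM plus 5-aza-dC sensitizer; compound: one concentration, pinned; timing: compounds 3 days, fix/stain 15 min at room temperature; benchmarks: positive control ellipticine, 6 µM final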
Active calls of the source: *; ? = inconclusive; . = not tested or not shown; & = joins results of further samples.

SMILES	ARNT TACC3 PPI	F508del corr	INS-1E GSIS act	RAD52 inh	ERAP1 HTS inh	esBAF inh	RAD54 branch	XiGFP reactiv
COc1ccc(NC(=O)N(C)C[C@@H]2Oc3ccc(NC(=O)c4ccncc4)cc3CC(=O)N([C@@H](C)CO)C[C@H]2C)cc1	-2.3	-1.3	-2.0	-6.6	.	-1.7	4.1	-0.1
O=C(c1ccc(CS(=O)Cc2cccc(Cl)c2)o1)N1CCN(c2ccc(F)cc2)CC1 (centres undefined)	.	1.7	-27.4	-16.1	-3.2	6.7	2.8	0.1
Cc1ccc(C(=O)O)cc1NC(=S)NC(=O)c1ccc(COc2ccccc2)cc1	3.8	0.1	-19.1	-6.5	-1.4	13.9	4.5	0.2
Cc1nc2scc(-c3cccs3)c2c(=O)n1CC(=O)O	-9.3	.	9.7	.	.	-0.7	-3.7	.
N#Cc1c(-c2ccccc2)oc(=O)c2ccccc12	-1.0	0.9	11.7	-1.4	-2.4	-1.6	2.7	0.4
COc1ccccc1C(=O)N/C(=C/c1ccc2c(c1)OCO2)C(=O)Nc1ccc(C(=O)O)cc1	.	-1.3	2.0	-9.9	-1.8	-8.7	3.4	-0.1
C[C@H](CO)N1C[C@H](C)[C@@H](CN(C)Cc2cccc(C(=O)O)c2)Oc2cc(C3=CCCC3)ccc2S1(=O)=O	2.7	-0.9	-10.5	9.7	-5.0	-4.6	5.8	-0.5
Cc1cccc(N2CCN(C(=O)COc3ccc4c(c3)CCC4)CC2C)c1 (centres undefined)	1.5	0.2	-45.7	-28.9	-0.9	-10.8	-3.1	-0.3
CCOC(=O)C1=C(COC(=O)c2cccc(Br)c2)NC(=O)NC1C (centres undefined)	-0.7	0.7	6.2	-7.5	-1.4	-4.4	5.3	-0.1
O=c1cc(CN2CCOCC2)c2ccccc2o1	.	1.5	4.0	14.3	7.0	-0.5	8.0	-0.1
COc1ccc(C(C2C(=O)CC(C)(C)CC2=O)C2C(=O)CC(C)(C)CC2=O)cc1CO	18.2	-2.0	-4.1	-6.8	3.2	-4.1	8.7	-0.1
CC(C)CN(C(=O)COC(=O)c1cc(=O)[nH]c2ccccc12)c1c(N)n(Cc2ccccc2)c(=O)[nH]c1=O	-4.3	-4.8	-0.1	-57.6	1.0	-4.9	-3.0	0.4
O=C(N[C@@H](Cc1ccccc1)C(=O)OCC(=O)N1CCOCC1)c1cccs1	0.0	-0.2	-1.0	-20.7	.	.	-4.5	-0.1
Cc1cc(C(=O)Nc2cccc3c2O[C@H](CN(C)Cc2ccc(C(F)(F)F)cc2)[C@@H](C)CN([C@H](C)CO)C3=O)n(C)n1	26.5	0.9	-10.4	1.6	0.2	-4.7	?	0.1
Cc1noc(C)c1S(=O)(=O)N(C)C[C@@H]1Oc2ccc(NS(=O)(=O)c3cccs3)cc2CC(=O)N([C@H](C)CO)C[C@@H]1C	3.3	0.9	0.0	.	.	3.2	3.4	-1.0
COc1ccc(OC)c(S(=O)(=O)Nc2ccc3c(c2)n(C)c(=O)n3C)c1	.	-1.1	12.5	-12.4	-3.7	-9.1	-5.3	0.2
c1ccc(N=Nc2cn[nH]c2-c2ccco2)cc1	-2.1	-2.6	-8.3	-9.3	-5.1	1.7	3.2	0.0
Cc1cc(NC(=S)Nc2cccnc2)ccc1Br	4.0	-1.7	7.1	-21.5	-2.6	-2.4	-2.6	-0.1
COc1ccc(N2C(=S)NC3N2C(=S)NC3(C)c2ccccc2)cc1 (centres undefined)	-0.7	4.3	4.7	-1.3	0.2	.	.	0.1
Cc1cc(N=Nc2ccccc2C(=O)O)c(C)c(C)c1O	7.9	0.2	-41.6	-64.4	1.2	.	.	-0.1
COc1ccccc1NC(=O)/C(=C/c1cccs1)NC(=O)c1ccco1	-3.5	2.0	1.1	-13.2	0.1	.	2.6	0.1
Cc1c(/C=N/NC(=O)C2(O)c3ccccc3-c3ccccc32)cnn1C	7.7	.	3.9	16.9	-0.9	-0.1	0.8	0.1
O=C(O)c1cn(Cc2ccccc2)nc1-c1cccnc1	26.4	0.4	-3.8	-7.3	1.2	.	.	0.1
Cc1ccc(S(=O)(=O)N(C)C[C@@H]2Oc3ccc(NC(=O)C4CCCCC4)cc3C(=O)N([C@H](C)CO)C[C@@H]2C)cc1	-14.3	1.0	-17.7	-3.3	-4.6	-0.8	5.6	0.2
CCOCCCNC(=O)c1cn(CC(C)C)c(=O)c2cc(OC)c(OC)cc12	4.8	-1.3	16.2	-16.5	0.1	-4.6	3.4	0.0
CO[C@H]1CN(C)C(=O)c2cc(NC(=O)c3ccccc3)ccc2OC[C@@H](C)N(C(C)=O)C[C@H]1C	-4.5	1.0	3.7	6.5	-3.5	-0.4	-8.4	0.1
O=C(CN1CCN(c2ccccc2O)CC1)Nc1cc(S(=O)(=O)N2CCCC2)ccc1Cl	5.6	2.1	8.0	-10.8	2.9	-31.5	8.1	0.0
CC1=NN(C(=O)COc2ccccc2)C(O)(c2cccnc2)C1 (centres undefined)	.	0.2	0.2	-2.8	2.0	.	.	-0.1
O=C(c1cccc(C(F)(F)F)c1)C1CCCN(C(=O)Cn2cncn2)C1 (centres undefined)	4.1	1.4	-5.0	-6.4	2.8	6.3	12.6	0.2
COc1ccc(-c2nc3ccccc3nc2-c2ccc(OC)cc2)cc1	-1.5	-1.6	.	-0.4	14.8	-3.1	-2.4	0.3
CCOC(=O)CSCc1nc(-c2ccc(Cl)cc2)oc1C	0.4	-0.4	-0.4	-75.4	.	-29.5	0.1	-0.1
COc1ccc(OCCCC(=O)OCC(=O)c2ccc3c(c2)NC(=O)CO3)cc1	-2.7	-1.9	6.0	-0.9	0.4	.	.	0.0
COC(=O)C(C)N(C#N)c1nc(C)nc(C)n1 (centres undefined)	-3.0	5.2	-6.5	-2.8	2.4	1.0	-1.0	.
O=c1[nH]nc2n1CCCCC2	-20.3	.	-1.0	.	.	12.4	3.5	.
Cc1cc(C)c(NC(=O)COC(=O)COc2ccc3c(C)cc(=O)oc3c2)c(Cl)c1	-6.3	0.1	.	-10.9	0.5	-10.0	-1.1	0.0
CCSc1cc(N2CCCC2)nc(-c2ccc(Cl)cc2)n1	-3.3	-1.4	9.6	-7.7	1.0	1.2	6.7	0.0
N=C(N)SCc1nc2ccccn2c1Br	4.3	.	14.6	.	.	.	-8.6	-0.1
Cc1ccc(S(=O)(=O)N2CCOCC2)cc1NC(=O)C1=NN(c2ccccc2)C(=O)CC1	-0.3	-3.1	-9.0	-9.3	-6.0	-7.9	5.5	0.1
CCCC#Cc1ccc([C@@H]2[C@@H](C#N)N(S(C)(=O)=O)[C@H]2CO)cc1	6.6	-1.0	-11.5	-8.0	0.7	-1.9	-5.4	0.1
COc1ccc(N(CC(=O)N2CCC(C(N)=O)CC2)S(=O)(=O)c2ccccc2)cc1	.	-1.7	-3.1	-14.3	0.6	0.3	2.1	0.3
CC(C)(Oc1ccc(CCNC(=O)c2ccc(Cl)cc2)cc1)C(=O)O	-5.4	-3.3	.	-1.7	-1.0	-3.2	10.7	0.0
CC(=O)N[C@@H](C)C(=O)N1CCC(n2nccc2NC(=O)CCCc2ccccc2)CC1	5.7	-4.0	9.6	0.9	1.5	18.5	-13.1	0.0
O=C(COc1ccc2c(c1)oc(=O)c1ccccc12)N[C@@H](Cc1ccccc1)C(=O)O	15.6	0.9	4.7	-9.8	-3.1	-6.5	6.2	.
Cc1ccc(C2NC(=O)c3ccccc3N2)c(C)c1 (centres undefined)	-7.7	10.9*	.	-22.8	-10.1	.	.	0.2
CC(C)(C)OC(=O)N1CCC(C(=O)Nc2cccc(C(=O)N3CCCC3)c2)CC1	-2.8	-2.3	10.7	9.9	-1.9	-5.4	-1.2	-0.1
Cc1cc(C)nc(N2CCCC(C(=O)Nc3cccc(Cl)c3)C2)n1 (centres undefined)	-8.2	0.8	.	-1.7	2.4	5.2	-14.9	0.1
C#CCNC(=O)C1=C[C@@H](c2csc3ccccc23)[C@H](CCCO)[C@@H](OCC)O1	-5.0	2.4&0.6	1.5	-5.5&-4.0	-1.8&-1.6	6.9	0.5	-0.1
Cc1nc(C)n(CC(O)COc2ccc3c(c2)CCC3)n1 (centres undefined)	-12.0	-1.3	-7.3	-3.9	7.6	-3.5	-2.2	.
COc1ccc(NC(=O)C(=O)NCCC2CCCCN2S(=O)(=O)c2ccccc2)cc1 (centres undefined)	3.1	4.0	-4.0	-2.1	-3.9	-14.6	7.9	0.1
Cc1c(NC2=C(Cl)C(=O)N(c3ccccc3Cl)C2=O)c(=O)n(-c2ccccc2)n1C	7.9	.	23.4	.	.	.	-7.7	0.1

Next part
SMILES	ARNT TACC3 PPI	F508del corr	INS-1E GSIS act	RAD52 inh	ERAP1 HTS inh	esBAF inh	RAD54 branch	XiGFP reactiv
C[C@@H]1CN([C@@H](C)CO)C(=O)c2cc(NC(=O)Nc3ccc(C(F)(F)F)cc3)ccc2O[C@H]1CN(C)S(=O)(=O)c1ccccc1	.	-1.5	-12.5	-16.9	3.4	-9.5	.	-0.1
COCC(=O)N1CC(=O)N2[C@H](C1)[C@H](c1ccc(C#Cc3cccnc3)cc1)[C@@H]2CO	.	-2.6	-10.8	-20.1	-2.4	.	.	0.4
C[C@H](CO)N1C[C@H](C)[C@@H](CN(C)S(=O)(=O)c2ccc(F)cc2)Oc2ccc(NC(=O)Nc3ccc(C(F)(F)F)cc3)cc2C1=O	1.5	3.4&6.3	-36.3&-7.6	-8.8&-9.9	-2.4&-1.1	-6.4	10.7	-0.9&-0.1
CCC(=O)N(c1nnc(SCC(=O)NN2C(=O)NC3(CCC(C)CC3)C2=O)s1)C1CC1 (centres undefined)	1.6	0.9	.	-13.4	-1.8	-4.5	1.2	0.1
COc1cc(OC)c2ccc(=O)oc2c1C(CC(=O)N1CCCC(C)C1)c1ccc2c(c1)OCO2 (centres undefined)	3.7	1.5	.	-28.7	0.5	10.0	6.5	0.0
Cc1ccc(NC(=O)C2CCCN2C(=O)NC2CCCCC2)cc1 (centres undefined)	-69.6	-3.2	18.4	-8.0	-0.7	-12.1	-4.1	0.5
Cc1occc1-c1nnc(SC(C)C(=O)Nc2ccccc2F)o1 (centres undefined)	-1.4	-1.7	-5.0	2.5	2.7	.	-2.5	0.0
CC(OC(=O)CC1CC2CCC1C2)C(=O)Nc1ccc(C(N)=O)cc1 (centres undefined)	6.2	-0.9	-7.0	6.4	7.9	-7.7	-1.5	0.0
CCN(CC)S(=O)(=O)c1cccc(C(=O)OCC(=O)Nc2ccc3c(c2)c2ccccc2n3CC)c1	-0.3	.	14.5	-16.7	1.4	.	.	-0.1
